NALP3 yeast inh: blocks the NALP3 inflammasome reconstituted in yeast | Yeast reconstituted NLRP3/ASC/caspase-1, beta-gal luminescence, 24 h | inhibition, % at 10 µM | 0.39% of 330,000 active | AID 2825;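 active means inhibition of 50% or more; inactive means inhibition below 50%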;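 further: plate controls were induced DMSO wells for no effect and uninduced yeast grown without galactose for full effect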
MIN6 prolif: induces beta-cell replication in MIN6 cells. proliferation, % at 10 µM. 0.29% of 330,000 active. MIN6 cells proliferation, ATPlite luminescence, 48 h; cells starved in 0.2% serum; 100% = growth in 10% serum;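 active means compounds whose signal lies at least 3.5 SD above the mean of all wells on their plate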;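 further: 0% = DMSO-treated cells in low-serum medium and 100% = 10% serum control; some compounds called inactive have numbers as strong as hits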
APOBEC3A inh: blocks human APOBEC3A ssDNA deamination | P31941 | recombinant A3A, FAM/TAMRA ssDNA deamination fluorescence | inhibition, % at 20 µM | 0.41% of 330,000 active | AID 493011;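 active means at least 40% inhibition at 20 µM here, with at most 30% in a related deaminase screen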;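 further: plate controls were A3A with DMSO for no effect and wells lacking A3A enzyme for full effect; some results filed as inactive read as strong as hits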
Target sequence (P31941 whole entry, looked up): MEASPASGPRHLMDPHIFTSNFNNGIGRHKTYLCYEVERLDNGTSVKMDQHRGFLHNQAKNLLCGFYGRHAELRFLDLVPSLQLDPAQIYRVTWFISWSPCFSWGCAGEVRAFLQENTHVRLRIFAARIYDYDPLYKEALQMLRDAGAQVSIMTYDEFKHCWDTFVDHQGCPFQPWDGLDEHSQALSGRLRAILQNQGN
hIAP inh: human IAP inhibition; purified IAP, CDP-Star luminescence, 30 min; inhibition, % at 10 µM; 0.12% of 330,000 active; AID 2544;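 active means inhibition reaching a set limit with compound at 10 µM in the primary screen, cut at about 35% in these data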;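 further: plate controls were DMSO wells with enzyme for no effect and no-enzyme buffer wells for full effect; values of inactives mirror those of a sister screen read the other way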
Target sequence (P09923 whole entry, looked up): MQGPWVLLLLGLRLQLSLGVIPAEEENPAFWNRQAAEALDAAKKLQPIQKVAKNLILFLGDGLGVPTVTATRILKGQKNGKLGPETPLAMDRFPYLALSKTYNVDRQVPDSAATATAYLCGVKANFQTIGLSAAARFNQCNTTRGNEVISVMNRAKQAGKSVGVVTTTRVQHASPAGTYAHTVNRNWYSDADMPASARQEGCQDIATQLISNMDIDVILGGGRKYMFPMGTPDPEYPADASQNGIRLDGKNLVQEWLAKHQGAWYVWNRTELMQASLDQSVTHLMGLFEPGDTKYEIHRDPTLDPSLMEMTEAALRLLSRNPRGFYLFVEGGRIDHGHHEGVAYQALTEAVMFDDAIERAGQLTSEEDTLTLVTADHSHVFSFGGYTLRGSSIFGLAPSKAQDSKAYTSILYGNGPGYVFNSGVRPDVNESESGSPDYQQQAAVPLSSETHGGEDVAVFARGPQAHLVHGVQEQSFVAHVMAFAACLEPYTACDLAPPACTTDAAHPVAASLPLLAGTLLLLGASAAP
A3G deaminase: APOBEC3G (human) deaminase inhibition; Q9HC16; recombinant A3G, ssDNA deamination FAM/TAMRA fluorescence; inhibition, % at 20 µM; 0.28% of 330,000 active;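 active means inhibition of at least 40% at 20 µM, with no more than 30% in the related APOBEC3A deaminase screen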;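 further: plate controls were DMSO wells with A3G for no effect and wells lacking A3G enzyme for full effect; some compounds called inactive have numbers as strong as hits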
Target sequence (Q9HC16 whole entry, looked up): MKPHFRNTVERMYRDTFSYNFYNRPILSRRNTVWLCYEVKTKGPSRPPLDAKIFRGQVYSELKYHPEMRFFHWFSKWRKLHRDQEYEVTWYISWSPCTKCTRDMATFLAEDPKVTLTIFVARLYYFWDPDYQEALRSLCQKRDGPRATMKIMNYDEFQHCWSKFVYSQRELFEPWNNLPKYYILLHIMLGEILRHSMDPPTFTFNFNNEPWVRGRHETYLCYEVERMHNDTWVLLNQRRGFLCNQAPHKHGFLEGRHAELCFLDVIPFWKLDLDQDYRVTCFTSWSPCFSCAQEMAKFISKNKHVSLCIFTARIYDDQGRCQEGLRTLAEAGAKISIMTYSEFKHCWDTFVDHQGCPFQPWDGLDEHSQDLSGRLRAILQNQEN
mIAP activ: increases mouse intestinal alkaline phosphatase activity | muIAP, CDP-Star luminescence, 30 min; stronger effect = higher value; 1 = vehicle-only enzyme signal, 0 = enzyme-free wells | activation factor at 10 µM | 0.24% of 330,000 active | AID 2805;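 active means activation factor of at least 2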; further: the source names both 10 and 20 µM as test concentration; values of inactives mirror those of a sister screen read the other way
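also added = chemiluminescent substrate CDP-Star | test system = mouse IAP enzyme | signal = chemiluminescence readout | compound = DMSO-dissolved test compounds | incubation = 30 min at room temperature | benchmarks = DMSO wells, no-enzyme wells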
TIM10 inh: TIM10 yeast growth inhibition; inhibition, % at 10 µM; AID 463195; 1.4% of 330,000 active; S. cerevisiae TIM10 strain growth, BacTiter-Glo luminescence, 24 h;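 active means inhibition of 40% or more at the single tested concentration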;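 further: wild-type TIM10 isogenic control strain grown at permissive 25 °C; 0% = DMSO yeast wells and 100% = minimal medium wells without yeast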
mIAP inh: mouse IAP inhibition. purified mouse IAP, CDP-Star luminescence, 30 min. inhibition, % at 10 µM. 0.2% of 330,000 active. AID 2806;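 active means inhibition of at least 40% at 10 µM in the primary screen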;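 further: plate controls were DMSO with enzyme for no effect and no enzyme wells for full effect; values of inactives mirror those of a sister screen read the other way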
tim10-1 inh: tim10-1 yeast growth inhibition. 2.2% of 330,000 active. S. cerevisiae tim10-1 ts strain growth, BacTiter-Glo, 24 h. inhibition, % at 20 µM;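 active means inhibition of at least 40%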;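 further: mutant grown at 25 °C; 0% = DMSO wells with yeast and 100% = wells holding no yeast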
Numbers without * were called inactive.

SMILES	NALP3 yeast inh	MIN6 prolif	APOBEC3A inh	hIAP inh	A3G deaminase	mIAP activ	TIM10 inh	mIAP inh	tim10-1 inh
COc1ccc(C2CC(c3ccccc3)=NN2C(=O)COC(=O)c2cnc(Cl)c(Cl)c2)cc1 (stereo not given)	-8	-7	4	5	-8	1	21	-4	29
Cc1ccc(NS(=O)(=O)c2cccc(C(=O)n3ncc(C#N)c3N)c2)c(C)c1	7	0	0	-6	2	1	15	0	17
Cc1ccc(-n2ncc3c(SCC(=O)Nc4cc(C)on4)ncnc32)c(C)c1	13	-1	4	16	1	0.95	-11	5	-1
CCCCn1c(-c2ccc(C(C)(C)C)cc2)nc2cc3[nH]c(=O)c(C(C)C)nc3cc21	16	-8	1	-4	-2	0.91	14	9	19
O=C(CCCCCNC(=O)c1ccccc1)N/N=C/c1ccccc1	2	-3	-2	-5	-7	0.96	-3	4	5
COc1ccc(/C=C/c2c(-c3ccc(OC)cc3)oc3cccnc23)cc1	5	-8	0	4	-7	1.1	-6	-8	12
O=C(c1ccc([N+](=O)[O-])cc1)N1CCN(C2=NS(=O)(=O)c3ccccc32)CC1	-4	3	-5	-14	-6	0.99	3	1	3
O=C(NCC1CCCN(C(=O)NCc2ccccc2)C1)c1ccc2c(c1)OCO2 (stereo not given)	10	-2	-5	10	-12	0.97	4	3	-5
CCCCCN(C(=O)CCC(=O)OCc1ccc(C(C)C)cc1)c1c(N)n(CCCC)c(=O)[nH]c1=O	3	-7	0	-5	-2	1.2	5	-24	6
COc1ccc(CC(=O)N/N=C(\C)CC(=O)Nc2cccc(F)c2)cc1	11	0	-1	8	-4	0.97	16	3	5
Cc1sc2ncnc(OCC(=O)NC(C)C)c2c1C	9	-1	-10	1	-2	0.99	0	1	12
Cc1ccc(-c2csc(N(CCO)CCCn3c(C(F)(F)F)nc4cc(C(F)(F)F)ccc43)n2)cc1	6	-7	24	12	-9	0.82	11	18	23
C/C(CC(=O)Nc1ccc2c(c1)OCCO2)=N\NC(=O)c1ccccc1F	4	-1	2	0	-7	1	-4	-2	13
COc1ccc(C(=O)Oc2cc3c4c(c2)C(C)=CC(C)(C)N4C(=O)C3=O)cc1OC	12	-6	-1	7	-5	0.83	46*	17	38
Cc1[nH]c2ccccc2c1C(=O)CSc1nccc(=O)[nH]1	8	2	5	0	-1	1.1	-9	-6	8
Cc1c(Cl)cccc1NC(=O)CNC(=O)c1ccco1	10	-2	0	14	-12	1	-17	-3	-14
Cc1ccc(NC(=O)N(CCC#N)Cc2ccccc2)cc1	3	-1	-5	-7	-11	1	14	-3	9
COCC(=O)N1CCC(Oc2ccc(C(=O)NCCc3ncccc3C)cc2)CC1	9	3	1	22	6	0.99	2	1	-14
CCOC(=O)[C@H]1[C@H]2COc3ccc(C)cc3[C@@H]2N2C(=O)c3cc(OC)c(OC)cc3NC(=O)[C@@]12C	18	-2	1	7	-7	0.96	-8	4	-21
Fc1ccc(Cn2cc(C(=S)N3CCOCC3)c3ccccc32)cc1	8	-2	-1	8	-2	0.97	-8	3	13
COc1ccc(-c2c(NC(=O)c3ccco3)oc3ccc(Cl)cc3c2=O)cc1	17	-1	5	-7	19	1	-9	-2	8
CN(C)C(=O)COC(=O)c1cccc(S(=O)(=O)Nc2ccc(OCc3ccccc3)cc2)c1	18	-4	1	-20	-2	0.98	6	2	13
COc1ccc(CCC2(C)NC(=O)N(C(C)C(=O)Nc3ccccc3F)C2=O)cc1 (stereo not given)	13	1	-4	7	-7	1	2	-2	8
O=c1[nH]c(NCCCO)nc2c1C1(CCCC1)Cc1ccccc1-2	5	-1	-2	8	-8	0.96	9	4	10
Cc1cccc(N2C(=O)N3[C@H](c4ccc(F)cc4)[C@@H]4C(=O)N(C5CCCCC5)C(=O)[C@@H]4[C@]3(Cc3ccc(Cl)cc3)C2=O)c1	-5	-6	-1	10	-2	1.2	14	-18	15

Structural class: those above with an aryl thioether with sulfur outside any ring.
SMILES	NALP3 yeast inh	MIN6 prolif	APOBEC3A inh	hIAP inh	A3G deaminase	mIAP activ	TIM10 inh	mIAP inh	tim10-1 inh
Cc1ccc(-n2ncc3c(SCC(=O)Nc4cc(C)on4)ncnc32)c(C)c1	13	-1	4	16	1	0.95	-11	5	-1
Cc1[nH]c2ccccc2c1C(=O)CSc1nccc(=O)[nH]1	8	2	5	0	-1	1.1	-9	-6	8

(cont.)
SMILES	NALP3 yeast inh	MIN6 prolif	APOBEC3A inh	hIAP inh	A3G deaminase	mIAP activ	TIM10 inh	mIAP inh	tim10-1 inh
Fc1ccc(NC(=S)NCCc2ccccn2)cc1	-10	0	-3	-2	-5	0.97	8	2	6
O=C(Nc1ncn[nH]1)c1ccc(Cl)c(Cl)c1	12	-3	0	-8	-2	0.95	10	5	2
O=C(O)c1ccccc1NC(=O)c1cc(-c2ccccc2)nc2ccccc12	15	-3	-4	5	-11	0.91	4	9	20
O=C(NC1CCCC1)C(c1ccncc1)N(C(=O)c1csnn1)c1ccccc1F (stereo not given)	23	0	-4	13	-5	0.99	6	1	-16
O=C(C1CCCCC1)N1CCN(S(=O)(=O)c2ccc(Cl)cc2)CC1	27	0	-2	-11	-3	0.97	8	3	11
Cc1nn(C)cc1CNC(=O)C1CCC(=O)N(CC2CCCCC2)C1 (stereo not given)	10	-1	3	10	-5	0.96	-2	4	-1
O=C(NCCc1ccccc1Cl)C1CCC(=O)N(CCCc2ccccc2)C1 (stereo not given)	13	-2	-3	11	-1	0.98	15	2	9
Cc1ccc(Cn2c(CCNc3nc(-c4ccc(Cl)c([N+](=O)[O-])c4)cs3)nc3cc(Cl)c(Cl)cc32)cc1	23	-8	4	0	4	0.92	7	8	19
CC(C)(C)c1csc(NC(=O)c2ccncc2)n1	9	-4	2	15	-6	0.99	-16	1	1
C/C(=N\OC(=O)C1CC1)C1CC1c1ccc(F)cc1 (stereo not given)	5	-2	-2	4	-2	0.91	23	9	29
O=C(CNC(=O)N1CC(=O)Nc2ccccc21)Nc1ccccc1F	-3	0	1	3	2	0.96	7	4	-10
O=C(CCOc1ccccc1F)N1CCN(c2ccccc2O)CC1	10	-1	-2	-5	-4	0.94	0	6	5
COc1ccc(CCn2c(=N)c(C(=O)NCCN3CCOCC3)cc3c(=O)n4ccccc4nc32)cc1OC	3	-1	-4	1	-6	0.95	-7	5	12
Cn1c(=O)c([N+](=O)[O-])c(-n2cnc3ccccc32)c2ccccc21	29	-6	2	10	-2	1	20	-1	10
O=C(Nc1cccnc1)c1ccc(Cl)c(S(=O)(=O)N2CCCCCC2)c1	16	-2	1	-23	-3	0.91	-11	9	14
O=C(N/N=C/c1ccccc1Cl)c1ccncc1	12	-1	-3	-3	-1	1.1	0	-6	-13
Cc1ccc(CCC(=O)Nc2cc(Cl)ccc2Cl)o1	16	0	-7	-3	-6	0.97	-6	3	14
Cc1cc(=O)[nH]c(N/N=C/c2ccco2)n1	6	0	3	-13	-1	0.94	5	6	5
CC1(C)Cc2c(c(N3CCOCC3)nc3snc(N)c23)CO1	13	0	-4	16	-2	0.98	33	2	34
Cc1cc(C)nc(SCCn2c(N(C)Cc3ccccc3)nc3c2c(=O)n(C)c(=O)n3C)n1	13	1	-3	-13	-3	0.96	37	4	25
Cc1nn(C(C)C(=O)NCCCN2CCCCCC2)c(=O)c2cc3sccc3n12 (stereo not given)	-1	-2	0	-35	-1	1	-40	-3	-34
CCC(=O)/C=C1/Sc2ccccc2N1CC	12	-4	-7	-7	-11	0.92	-12	8	5
Cc1cccc(N(Cc2ccccc2)C(=O)CN2C(=O)NC3(CCCCC3C)C2=O)c1 (stereo not given)	10	-2	0	16	-2	0.98	15	2	11
COc1ccc(-n2c(SC)nc(O)c(Cc3ccccc3)c2=O)cc1	12	1	-1	2	-4	0.92	2	8	17
C/C(=N/NC(=O)c1cc2ccccc2cc1O)c1ccco1	9	-7	-4	-4	-10	0.86	14	14	-9

Continuation:
SMILES	NALP3 yeast inh	MIN6 prolif	APOBEC3A inh	hIAP inh	A3G deaminase	mIAP activ	TIM10 inh	mIAP inh	tim10-1 inh
Cc1ccccc1CN1CCCOCCS1(=O)=O	9	-2	-5	9	-8	0.92	6	8	-5
Cc1cc(S(=O)(=O)N2CCCC(N(C)CCc3ccccn3)C2)c(C)cc1Cl (stereo not given)	17	-6	-7	-18	-9	1.1	9	-6	22
COc1ccc2cnn(-c3ccc(C)cc3)c(=O)c2c1OC	20	-2	-5	-11	5	1.2	8	-18	19
Cn1nc(-c2ccc(C(=O)O)cc2)c2ccccc2c1=O	25	3	0	27	-1	0.84	4	16	13
Cc1ccc2cc(CCNC(=O)c3ccc(S(=O)(=O)N4CCOCC4)cc3)c(=O)[nH]c2c1C	17	1	7	-6	-4	0.88	20	12	-11
CCOc1cc(NC(=O)c2ccccc2[N+](=O)[O-])c(OCC)cc1NC(=O)CC(C)C	4	-2	-4	8	-2	1.1	-13	-14	8
CC(C)OC(=O)CSc1nnc(CNc2ccc(Cl)cc2)n1C	23	-2	-3	0	-4	0.95	9	5	13
CCc1cccc(NC(=O)CCc2c(C)nn(-c3ccc(N4CCCCC4)nn3)c2C)c1	27	-4	-3	-6	4	1.1	20	-7	28
CN(CC(=O)Nc1ccc(F)cc1)C(=O)COc1ccc(C(=O)c2ccccc2)cc1	11	-1	-4	7	-8	0.92	16	8	14
COc1cc(C2NC(=O)NC(C)=C2C(=O)OC2CCCC(C)C2)cc(Br)c1O (stereo not given)	-1	-2	-8	19	-10	1	-12	-1	15
CC(CCc1ccccc1)NC(=O)c1ccccc1 (stereo not given)	32	-1	3	18	-1	1.1	3	-5	10
CC(=O)c1c(COC(=O)c2ccncc2)nc2ccccc2[n+]1[O-]	13	-1	2	-11	-1	1.1	-16	-6	3
Cc1cc(NC(=O)COc2coc(CN3CCN(c4ccccc4F)CC3)cc2=O)no1	5	-2	6	3	2	0.95	1	5	-2
Nc1ccc(C(=O)N/N=C/c2ccccc2)cc1	-2	0	0	7	-4	0.95	7	5	7
COc1ccc(CCNC(=O)COc2ncnc3cc([N+](=O)[O-])ccc23)cc1	11	0	-2	2	-6	0.94	6	6	7
CC1=NOC(=O)/C1=C/c1ccc2c(c1)OCO2	-9	0	-6	-1	-10	1.1	-2	-10	-8
Cc1ccccc1OCC(=O)Nc1ccc(Cc2ccncc2)cc1	22	-3	-2	7	-7	1	41*	-4	42*
COc1ccc(NC(=O)CCCSc2ccccc2)cc1	24	1	42*	4	9	1	6	-4	7
N#Cc1ccc(CSc2nnc(COc3ccccc3)n2-c2ccccc2)cc1	16	-2	0	2	-9	0.89	19	11	19
Cc1cccc(-c2cnn(-c3cccc([N+](=O)[O-])c3)c2N)c1	36	-1	4	8	-4	0.96	0	4	19
O=C(COC(=O)CN1CCSC1=O)Nc1ccc(F)cc1Cl	-3	2	-5	0	-8	1	-10	-2	-9
Cn1c(=O)c2c(nc(NCCCO)n2Cc2cccc(Br)c2)n(C)c1=O	-10	1	-2	12	-7	0.95	15	5	6
Cc1ccc(Nc2c(-c3ccccc3)nc3cnccn23)cc1	20	0	-3	-6	-3	1.1	7	-8	4
CC1(C)Cc2c(sc3nc(SCC(=O)O)[nH]c(=O)c23)CO1	-5	-5	0	-5	-2	0.95	4	5	10
O=C(CCC1CCCCC1)NCCS(=O)(=O)N1CCN(c2ccccc2F)CC1	33	-3	-1	0	-9	1.1	6	-14	5
Cc1ccc(C)c(S(=O)(=O)NCCOc2nc(NC(C)C)nc(NC(C)C)n2)c1	9	-1	-3	3	-6	1.1	5	-5	4
COc1ccc2nc(NC(=O)/C=C/c3ccc4c(c3)OCO4)sc2c1	25	-4	2	9	-2	0.82	-10	18	-2
Nc1nonc1C(=O)N/N=C/c1ccc(-c2cccc(C(=O)O)c2)o1	0	0	26	0	-4	0.82	-2	18	0
